Compound activity as filed in PubChem BioAssay.
D2 antagonist: antagonists of human D2 dopamine receptor | P14416 | HEK293 TREx D2 cells, calcium flux, dopamine EC80 | inhibition, % at 10 µM | 340,000 tested, 2% active | AID 485344; in the data active = inhibition above about 30%; note: 0% is about no effect
Target sequence (P14416 whole entry, looked up): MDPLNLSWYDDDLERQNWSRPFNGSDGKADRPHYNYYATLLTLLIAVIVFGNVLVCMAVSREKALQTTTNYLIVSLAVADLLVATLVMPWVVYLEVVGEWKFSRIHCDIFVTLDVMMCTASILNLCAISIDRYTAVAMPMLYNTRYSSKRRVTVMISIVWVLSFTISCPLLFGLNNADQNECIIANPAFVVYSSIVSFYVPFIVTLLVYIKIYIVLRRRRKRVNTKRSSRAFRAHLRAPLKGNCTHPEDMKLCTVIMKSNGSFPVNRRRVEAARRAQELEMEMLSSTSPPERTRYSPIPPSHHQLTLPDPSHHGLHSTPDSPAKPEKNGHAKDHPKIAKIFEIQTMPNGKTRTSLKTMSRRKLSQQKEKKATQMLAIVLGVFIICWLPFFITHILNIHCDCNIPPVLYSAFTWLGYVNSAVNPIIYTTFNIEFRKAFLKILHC
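Tetracycline-induced HEK293 T-REx cells expressing D2 force-coupled to calcium signalling were dye-loaded, exposed to compound for 180 s, then challenged with an EC80 of dopamine; calcium flux was followed kinetically for a further 180 s.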
TRHR PAM: allosteric enhancers of human TRH receptor; AID 493056; P34981; enhancement, % at 2 µM; 360,000 tested, 0.66% active; TRHR cells, fluo-8 calcium fluorescence, EC20 TRH enhancement; in the data active = enhancement above about 30%; note: 0% is about no effect
Target sequence (P34981 whole entry, looked up): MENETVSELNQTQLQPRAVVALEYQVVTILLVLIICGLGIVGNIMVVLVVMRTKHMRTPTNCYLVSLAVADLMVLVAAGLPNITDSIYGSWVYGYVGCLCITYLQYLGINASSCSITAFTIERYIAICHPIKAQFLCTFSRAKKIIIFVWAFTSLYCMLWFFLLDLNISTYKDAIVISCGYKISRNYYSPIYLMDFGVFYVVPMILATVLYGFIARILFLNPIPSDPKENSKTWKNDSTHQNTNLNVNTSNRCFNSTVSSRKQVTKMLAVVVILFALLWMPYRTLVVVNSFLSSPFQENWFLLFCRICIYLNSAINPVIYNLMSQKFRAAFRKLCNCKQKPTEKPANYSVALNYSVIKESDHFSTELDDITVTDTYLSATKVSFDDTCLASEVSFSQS
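TRHR-expressing cells loaded with fluo-8 calcium dye were read kinetically (ex 480/em 530) during compound addition, then stimulated with an EC20 of TRH (10 nM final). Enhancement of the Gq-mediated intracellular calcium response was scored.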
RXFP1 antag: blocks the human relaxin receptor RXFP1 | Q9HBX9 | HEK293-RXFP1, relaxin-stimulated cAMP HTRF, 30 min; stronger effect = lower value | activity change, negative = inhibition, % at 57.5 µM | 350,000 tested, 0.59% active;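 active = activity change of -60% or lower, but not beyond a set lower limit; inconclusive = change between -60% and -40%, or beyond the set limit; inactive = change above -40%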; note: % is set by controls: 0 for no effect and ±100 for the full control effect
D2 PAM: D2 dopamine receptor (human) potentiation; P14416; HEK293 T-REx D2, calcium flux, EC20 dopamine potentiation; potentiation, % at 10 µM; 340,000 tested, 0.34% active;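 active = potentiation over 3 SD above the plate norm, cut at about 30% in these data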; note: 0% is about no effect
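Cells plated with tetracycline inducer and held overnight at 30 C; calcium dye loaded 30–90 min at room temperature; baseline taken, compound added and read 180 s; EC20 dopamine then added and read 180 s.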
D1 antagonist: antagonists of human D1 dopamine receptor; HEK293 TREx D1 cells, calcium flux, dopamine EC80; stronger effect = lower value; activity change, negative = inhibition, % at 10 µM; 360,000 tested, 3.2% active; AID 504652; in the data active = activity change below about -30%; note: % is set by controls: 0 for no effect and ±100 for the full control effect
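HEK293 T-REx cells expressing inducible, force-coupled D1 receptor; no-wash Ca dye, 30–90 min RT. Cmpd → 180 s read at 1 Hz → EC80 DA → 180 s read.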
TRHR agonist: TRH receptor (human) agonism; P34981; TRHR cells, calcium flux fluo-8, FDSS agonist mode; activation, % at 2 µM; 360,000 tested, 0.18% active; AID 493084; note: 0% is about no effect
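In this calcium-flux screen, cells bearing human TRHR are dye-loaded with fluo-8, baselined for 10 cycles, then exposed to library compounds; positive kinetic calcium responses during the agonist phase mark hits, with TRH as control.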
D1 agonist: agonists of human D1 dopamine receptor | HEK293 T-REx D1 cells, calcium flux, agonist mode | P21728 | activation, % at 2 µM | 360,000 tested, 1% active; note: 0% is about no effect
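Agonism was scored from calcium flux recorded over 180 s (1 read/s) after pintool compound addition, following a 10-cycle baseline. Cells were inducible force-coupled HEK293 TREx D1, plated overnight at 30 C and loaded with no-wash calcium dye.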
D2 ag: agonists of human D2 dopamine receptor. 340,000 tested, 0.53% active. activation, % at 2 µM. AID 485358. HEK293 T-REx D2 cells, calcium flux agonist mode;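 active = activation over 3 SD above normal in the single-dose calcium agonist read, cut at about 30% in these data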; note: 0% is about no effect
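Calcium-flux readout, 1 cycle/sec over 180 s following compound pin transfer, in inducible HEK293 Trex D2 cells (force-coupled); dopamine controls included. Positive calcium responses during this window marked compounds as potential agonists.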
D1 PAM: enhances dopamine response at the human D1 receptor | P21728 | HEK293 TREx D1 cells, calcium flux, dopamine EC20 potentiation | potentiation, % at 10 µM | 360,000 tested, 0.036% active | AID 504651; in the data active = potentiation above about 30%; note: 0% is about no effect
Active calls of the source: *; ? = inconclusive; . = not tested or not shown. Cut-off read from the data, not from the text of the source, unless noted: active = activation above about 30%; inactive = the rest. Hits appear at their usual frequency, and some 7.3% of all compounds hit somewhere here.

1	CCc1cc(CNC(=O)CC2C(=O)NCCN2Cc2cccc(OC)c2)on1 (stereo not drawn)
2	Cc1[nH]c(=O)c(C#N)c(C)c1CCC(=O)NCc1ccc(Cl)cc1
3	COc1ccc(NC(=O)C2=C(C)NC(=S)NC2c2ccc(O)c(OC)c2)cc1 (stereo not drawn)
4	CC(=O)Nc1sc(C)c(C)c1C(=O)OCC(=O)NC(C)c1ccccc1 (stereo not drawn)
5	COc1ccc(S(=O)(=O)N2CCCC2C(=O)Nc2ccc(O)cc2)cc1 (stereo not drawn)
6	O=C(Nc1ccc(F)cc1)Nc1ccc2snnc2c1
7	CCCCC1=NN(C(=O)c2cocc2C)C(O)(C(F)(F)F)C1 (stereo not drawn)
8	O=C(Nc1cccc(-c2nc3ccccc3[nH]2)c1)c1ccc(C(=O)Nc2cccc(-c3nc4ccccc4[nH]3)c2)cc1
assay / compound | 1 | 2 | 3 | 4 | 5 | 6 | 7 | 8
D2 antagonist | 2 | -23 | 2 | . | . | . | 9 | 16
TRHR PAM | 1 | 4 | 6 | -4 | -4 | -6 | -11 | 21
RXFP1 antag | 1 | -9 | -4 | -4 | . | . | -15 | -11
D2 PAM | 3 | 1 | 2 | . | . | 11 | -9 | 7
D1 antagonist | 17 | -15 | -12 | 7 | -1 | -31* | -14 | 6
TRHR agonist | -3.4 | 1.1 | 4.6 | 0.1 | 0.1 | 2.9 | -0.1 | -2.0
D1 agonist | 0 | 2 | 0 | 5 | 2 | 48* | -1 | 11
D2 ag | -0.5 | -1.3 | 1.0 | . | . | -0.2 | -0.8 | 0.5
D1 PAM | 0 | 0 | -2 | -6 | -3 | -4 | -4 | 2

9	COCCNC(=S)N1CCN(c2cccc(C(F)(F)F)c2)CC1
10	C/C(=N\Nc1nc(-c2cc(C)ccc2C)cs1)c1cc2c(ccc3ccccc32)oc1=O
11	Cc1ccc(C)c(NC(=O)CCC(=O)N/N=C/c2ccc[nH]2)c1
12	CC(=O)N1c2ccccc2N(Cc2ccc([N+](=O)[O-])cc2)C(=O)C1(C)C
13	CCN(CC)CCNC(=O)C(Oc1ccccc1)Oc1ccccc1
14	Cc1nc(-c2ccc(Cl)cc2)sc1C(=O)CBr
15	Cc1cc2nnc(SCC(=O)N3CCOCC3)n2c2ccccc12
16	CCCCN(CC)C(=O)Cn1cnc2ccc(S(=O)(=O)N3CCC(C)CC3)cc2c1=O
assay / compound | 9 | 10 | 11 | 12 | 13 | 14 | 15 | 16
D2 antagonist | 10 | -12 | 4 | -13 | . | 0 | 13 | -5
TRHR PAM | -6 | 1 | 4 | 11 | -5 | 2 | -1 | -24
RXFP1 antag | -1 | ? | -3 | -7 | -12 | -9 | -3 | -20
D2 PAM | -5 | 4 | -5 | 2 | . | -4 | -2 | 0
D1 antagonist | -16 | 15 | 2 | -2 | 13 | -21 | 6 | -14
TRHR agonist | 0.2 | -0.5 | 0.2 | 0.6 | -0.2 | 0.1 | -2.7 | 1.9
D1 agonist | 11 | 0 | -1 | 2 | 3 | 2 | 2 | 1
D2 ag | -0.3 | -0.1 | -1.3 | 0.7 | . | 0.0 | 0.4 | 2.3
D1 PAM | -3 | -6 | 2 | 6 | -4 | -4 | 5 | 2

17	C=CCn1c(SCC(=O)NC(N)=O)nnc1-c1cc2c(s1)CCC(CC)C2 (stereo not drawn)
18	NS(=O)(=O)c1ccc(NC(=O)C2(c3ccccc3)CCCC2)cc1
19	O=C(O)c1cccc(N2C(=O)C3C4C=CC(C4=C(c4ccccc4)c4ccccc4)C3C2=O)c1 (stereo not drawn)
20	CC(=O)c1ccc(N2CCN(S(=O)(=O)c3cc(-c4onc(C)c4C)ccc3C)CC2)cc1
21	C=CCn1c(SC(C)C#N)nc2sc(CC)cc2c1=O (stereo not drawn)
22	C=CCNc1nc(Nc2ccc(Cl)cc2)nc(OC)n1
23	Cc1nc2ccccn2c1C(=O)NCC(C)C
24	CS(=O)(=O)N1N=C(c2ccco2)CC1c1ccco1 (stereo not drawn)
assay / compound | 17 | 18 | 19 | 20 | 21 | 22 | 23 | 24
D2 antagonist | 5 | 5 | -1 | . | 6 | 2 | 4 | -11
TRHR PAM | 10 | 7 | -6 | 0 | -26 | 10 | 1 | -2
RXFP1 antag | 0 | -13 | 2 | 8 | 4 | -8 | 15 | 2
D2 PAM | 8 | -9 | -5 | . | 28 | -1 | -4 | -1
D1 antagonist | -9 | 0 | -1 | 3 | 6 | 17 | 0 | 5
TRHR agonist | -0.1 | 1.0 | -0.1 | 0.2 | -0.9 | 0.1 | 0.4 | 0.0
D1 agonist | 0 | 2 | 6 | 2 | 3 | -2 | 3 | 2
D2 ag | 0.0 | -0.5 | -0.9 | 0.4 | -0.7 | -0.8 | -2.1 | 0.1
D1 PAM | -1 | -3 | 8 | -5 | 2 | -8 | -1 | -2

25	COc1cccc(C2/C(=C(\O)c3ccc4c(c3)OCO4)C(=O)C(=O)N2CCN(C)C)c1OC (stereo not drawn)
26	Cc1c(CCOC(=O)C23CC4CC(CC(C)(C4)C2)C3)sc[n+]1Cc1ccccc1
27	Cc1csc(NC(=O)c2cccnc2)n1
28	CC(C)NC(=O)CSc1ccccc1C(=O)N1CCN(S(=O)(=O)/C=C/c2ccccc2)CC1
29	Cc1cc2c(cc1S(=O)(=O)Nc1cccc(F)c1)n(C)c(=O)c(=O)n2C
30	CCOC(=O)N1CCC(NC(=O)CN2C(=O)CSc3ncccc32)CC1
31	O=C1c2nc3cc(-c4ccco4)[nH]n3c(=O)c2CN1Cc1ccccc1
32	COc1cccc(C(=O)C2CCCN(Cc3ccc(OC)c(Cn4cncn4)c3)C2)c1 (stereo not drawn)
assay / compound | 25 | 26 | 27 | 28 | 29 | 30 | 31 | 32
D2 antagonist | 41* | -4 | 4 | 14 | -5 | 4 | 9 | 10
TRHR PAM | 11 | -2 | 21 | -4 | 1 | -4 | 0 | 0
RXFP1 antag | 10 | -7 | 1 | 2 | . | . | -6 | -6
D2 PAM | 4 | 6 | 0 | -2 | 3 | 8 | 5 | -15
D1 antagonist | -11 | 22 | -36* | 6 | -5 | 10 | -2 | 13
TRHR agonist | 0.0 | -0.4 | 0.9 | -0.5 | 0.6 | 0.9 | -0.6 | -0.8
D1 agonist | 10 | 2 | -2 | -1 | 5 | -2 | 3 | 2
D2 ag | -2.3 | -0.7 | -0.8 | 0.1 | -0.5 | 2.3 | 0.4 | -1.1
D1 PAM | 9 | -4 | -8 | -1 | 0 | 11 | -12 | -10

33	COc1ccc(Nc2nc(N)nc(CSC(=S)N3CCC(C)CC3)n2)cc1
34	COc1ccc(CNC(=O)C2CCN(C(=O)N3CCOc4ccc(Cl)cc43)CC2)cc1
35	COc1ccc(-c2[nH]n(-c3ccc([N+](=O)[O-])cc3)c(=O)c2C=NCC2CCCO2)cc1 (stereo not drawn)
36	O=c1n(-c2ccccc2)c(=O)n2n1CC(O)C2
37	CCCN(Cc1ccccc1)C(=S)Nc1ccc(OCC)cc1
38	Cc1ccc(C)c(NC(=S)NNC(=O)c2csc3c2CCCC3)c1
39	CC(C)(C)c1ccc(-c2noc(-c3ccno3)n2)cc1
40	COCCNC(=O)CSc1nc(-c2ccccc2)[nH]c1-c1ccc(C)cc1
assay / compound | 33 | 34 | 35 | 36 | 37 | 38 | 39 | 40
D2 antagonist | 11 | . | 6 | -8 | 13 | -1 | 4 | .
TRHR PAM | 1 | 11 | -1 | 3 | -3 | 4 | 1 | 1
RXFP1 antag | -10 | -13 | -13 | -1 | -6 | 27 | -13 | 7
D2 PAM | -12 | 8 | 1 | 5 | 1 | 19 | 4 | 4
D1 antagonist | 10 | 8 | 7 | 9 | -9 | 9 | 39 | 0
TRHR agonist | 0.1 | -0.4 | 0.8 | 0.2 | -1.8 | -0.6 | 1.1 | -0.9
D1 agonist | 1 | 1 | 3 | 3 | 1 | -1 | 7 | 1
D2 ag | 0.4 | 0.2 | -0.2 | 0.3 | -5.9 | -0.2 | 0.7 | -0.6
D1 PAM | 4 | -4 | -8 | -2 | -5 | 2 | -1 | -2

41	COc1ccc(C2CC(c3ccc([N+](=O)[O-])cc3)=NN2C(=O)c2ccccc2)cc1OC (stereo not drawn)
42	C=CCNC(=O)c1ccc([N+](=O)[O-])c(Cl)c1
43	O=S1(=O)CC(O)C(NCCO)C1 (stereo not drawn)
44	COc1ccc(Nc2cc(Nc3cc(OC)c(OC)c(OC)c3)ncn2)cc1
45	NC(=O)c1cc[n+](Cc2ccc([N+](=O)[O-])cc2)cc1
46	CCS(=O)(=O)N1CCN(c2ccc([N+](=O)[O-])c(NCc3ccccc3)c2)CC1
47	Cn1c(=O)[nH]c(=O)c2c1nc(OC(=O)c1ccccc1)n2CC(O)COc1ccccc1 (stereo not drawn)
48	Cc1ccc(S(=O)(=O)N(C)c2c(C)ccc(S(=O)(=O)Nc3ccncc3)c2C)cc1
assay / compound | 41 | 42 | 43 | 44 | 45 | 46 | 47 | 48
D2 antagonist | 14 | 10 | -48 | -4 | 39* | 21 | . | -4
TRHR PAM | 1 | -9 | 3 | -1 | -2 | 1 | -7 | -5
RXFP1 antag | 4 | -5 | -33 | -4 | 3 | 5 | -28 | -1
D2 PAM | -3 | -8 | -2 | 1 | 11 | 23 | . | -2
D1 antagonist | -6 | -25 | -8 | -13 | 13 | 0 | 4 | 10
TRHR agonist | 0.2 | 0.6 | 0.3 | -1.2 | 0.8 | -0.1 | -1.4 | -0.1
D1 agonist | 2 | 1 | 3 | 1 | 5 | 0 | 0 | 5
D2 ag | 1.7 | 0.4 | 1.0 | -0.2 | 1.5 | -1.2 | . | 0.7
D1 PAM | 2 | -1 | -2 | -9 | -2 | -7 | -4 | -5

At a glance, some entries already given:
41	COc1ccc(C2CC(c3ccc([N+](=O)[O-])cc3)=NN2C(=O)c2ccccc2)cc1OC (stereo not drawn)
42	C=CCNC(=O)c1ccc([N+](=O)[O-])c(Cl)c1
43	O=S1(=O)CC(O)C(NCCO)C1 (stereo not drawn)
44	COc1ccc(Nc2cc(Nc3cc(OC)c(OC)c(OC)c3)ncn2)cc1
45	NC(=O)c1cc[n+](Cc2ccc([N+](=O)[O-])cc2)cc1
46	CCS(=O)(=O)N1CCN(c2ccc([N+](=O)[O-])c(NCc3ccccc3)c2)CC1
47	Cn1c(=O)[nH]c(=O)c2c1nc(OC(=O)c1ccccc1)n2CC(O)COc1ccccc1 (stereo not drawn)
assay / compound | 41 | 42 | 43 | 44 | 45 | 46 | 47
D2 antagonist | 14 | 10 | -48 | -4 | 39* | 21 | .
TRHR PAM | 1 | -9 | 3 | -1 | -2 | 1 | -7
RXFP1 antag | 4 | -5 | -33 | -4 | 3 | 5 | -28
D2 PAM | -3 | -8 | -2 | 1 | 11 | 23 | .
D1 antagonist | -6 | -25 | -8 | -13 | 13 | 0 | 4
TRHR agonist | 0.2 | 0.6 | 0.3 | -1.2 | 0.8 | -0.1 | -1.4
D1 agonist | 2 | 1 | 3 | 1 | 5 | 0 | 0
D2 ag | 1.7 | 0.4 | 1.0 | -0.2 | 1.5 | -1.2 | .
D1 PAM | 2 | -1 | -2 | -9 | -2 | -7 | -4
